# Screening results: PubChem BioAssay, National Center for Advancing Translational Sciences (NCATS)
# hERG WT inh: KCNH2 (human, wildtype) channel inhibition; Q12809; U2OS, BacMam KCNH2, thallium flux FluxOr; active compounds read low; activity change, % at 1.84 µM; hit rate 0.37% among 340,000; AID 720551;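 active = maximum activity change below -70%; inconclusive = maximum activity change between -70% and -50%; inactive = maximum activity change above -50%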; also: % is scaled to controls: 0 for no effect and ±100 for the full control effect
#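 U2OS cells were transduced with wild-type KCNH2 virus (2.03 x 10^8 / mL) for 4 h at room temperature, then cultured overnight at 37 C. Thallium flux was read with FluxOr dye. Rate constants were normalized to DMSO controls.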
# MBNL1-CUG inh: MBNL1-poly(CUG) RNA binding inhibition | Potency, µM (series often up to 57.5 µM), for the others: at the top dose activity change, negative = inhibition, actives largely listed as inhibitors | TR-FRET MBNL1-His/biotin-(CUG)12 binding, 665/545 ratio | Q9NR56 | hit rate 0.036% among 280,000; active = well fitted inhibition curve with a large enough effect in the signal ratio, with a control signal flat, not every such curve was filed as active; inconclusive = small, poorly fitted or top-dose-only effect, or effect the other way, or a change in a side signal; inactive = no such curve, though single readings can be large or run the other way; the % refers to the signal ratio; also: potency is read from the fitted curve at half-maximal effect; % is scaled to controls: 0 for no effect and ±100 for the full control effect
#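 Compound titration spanned 92 nM–58 uM against the MBNL1-His/biotin-(CUG)12 complex. After 60 min at room temperature with 5 nM streptavidin-XL665 and 0.055 ng/ul terbium anti-His, ratiometric 665/545 nm emission (Ex 340 nm) normalized to controls.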
# TRPV1 agonist: agonists of human vanilloid receptor 1 (TRPV1). hit rate 0.19% among 320,000. TRPV1-expressing cells, Fluo-8 calcium influx, agonist mode. Q8NER1. activation, % at 8.33 µM; in the data active = activation above about 80%; inconclusive = between about 30% and that limit; also: 0% is about no effect
#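 TRPV1-expressing cells were cultured overnight at 35.5C and loaded with Fluo-8 calcium dye for 40 to 90 min at room temperature. After a 10 s baseline, compound was added and calcium influx was read kinetically for 3 min (ex 480/em 520 nm).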
# MLL CXXC-DNA inh: inhibitors of human MLL CXXC domain-DNA interaction; Potency, µM (titrated, usually from 115 µM), for the others: at the top dose activity change, negative = inhibition, most hits filed as inhibitors; AID 2662; hit rate 0.037% among 290,000; Q03164; MLL-CXXC / FITC-HOXA9 DNA fluorescence polarization; active = well fitted inhibition curve with a large enough effect in the polarisation, with a control signal flat, not every such curve was filed as active; inconclusive = small, poorly fitted or top-dose-only effect, or effect the other way, or a change in a side signal; inactive = no such curve, though single readings can be large or run the other way; the % refers to the polarisation; also: potency is read from the fitted curve at half-maximal effect
# Target sequence (Q03164 whole entry, looked up, the tested form may be a part): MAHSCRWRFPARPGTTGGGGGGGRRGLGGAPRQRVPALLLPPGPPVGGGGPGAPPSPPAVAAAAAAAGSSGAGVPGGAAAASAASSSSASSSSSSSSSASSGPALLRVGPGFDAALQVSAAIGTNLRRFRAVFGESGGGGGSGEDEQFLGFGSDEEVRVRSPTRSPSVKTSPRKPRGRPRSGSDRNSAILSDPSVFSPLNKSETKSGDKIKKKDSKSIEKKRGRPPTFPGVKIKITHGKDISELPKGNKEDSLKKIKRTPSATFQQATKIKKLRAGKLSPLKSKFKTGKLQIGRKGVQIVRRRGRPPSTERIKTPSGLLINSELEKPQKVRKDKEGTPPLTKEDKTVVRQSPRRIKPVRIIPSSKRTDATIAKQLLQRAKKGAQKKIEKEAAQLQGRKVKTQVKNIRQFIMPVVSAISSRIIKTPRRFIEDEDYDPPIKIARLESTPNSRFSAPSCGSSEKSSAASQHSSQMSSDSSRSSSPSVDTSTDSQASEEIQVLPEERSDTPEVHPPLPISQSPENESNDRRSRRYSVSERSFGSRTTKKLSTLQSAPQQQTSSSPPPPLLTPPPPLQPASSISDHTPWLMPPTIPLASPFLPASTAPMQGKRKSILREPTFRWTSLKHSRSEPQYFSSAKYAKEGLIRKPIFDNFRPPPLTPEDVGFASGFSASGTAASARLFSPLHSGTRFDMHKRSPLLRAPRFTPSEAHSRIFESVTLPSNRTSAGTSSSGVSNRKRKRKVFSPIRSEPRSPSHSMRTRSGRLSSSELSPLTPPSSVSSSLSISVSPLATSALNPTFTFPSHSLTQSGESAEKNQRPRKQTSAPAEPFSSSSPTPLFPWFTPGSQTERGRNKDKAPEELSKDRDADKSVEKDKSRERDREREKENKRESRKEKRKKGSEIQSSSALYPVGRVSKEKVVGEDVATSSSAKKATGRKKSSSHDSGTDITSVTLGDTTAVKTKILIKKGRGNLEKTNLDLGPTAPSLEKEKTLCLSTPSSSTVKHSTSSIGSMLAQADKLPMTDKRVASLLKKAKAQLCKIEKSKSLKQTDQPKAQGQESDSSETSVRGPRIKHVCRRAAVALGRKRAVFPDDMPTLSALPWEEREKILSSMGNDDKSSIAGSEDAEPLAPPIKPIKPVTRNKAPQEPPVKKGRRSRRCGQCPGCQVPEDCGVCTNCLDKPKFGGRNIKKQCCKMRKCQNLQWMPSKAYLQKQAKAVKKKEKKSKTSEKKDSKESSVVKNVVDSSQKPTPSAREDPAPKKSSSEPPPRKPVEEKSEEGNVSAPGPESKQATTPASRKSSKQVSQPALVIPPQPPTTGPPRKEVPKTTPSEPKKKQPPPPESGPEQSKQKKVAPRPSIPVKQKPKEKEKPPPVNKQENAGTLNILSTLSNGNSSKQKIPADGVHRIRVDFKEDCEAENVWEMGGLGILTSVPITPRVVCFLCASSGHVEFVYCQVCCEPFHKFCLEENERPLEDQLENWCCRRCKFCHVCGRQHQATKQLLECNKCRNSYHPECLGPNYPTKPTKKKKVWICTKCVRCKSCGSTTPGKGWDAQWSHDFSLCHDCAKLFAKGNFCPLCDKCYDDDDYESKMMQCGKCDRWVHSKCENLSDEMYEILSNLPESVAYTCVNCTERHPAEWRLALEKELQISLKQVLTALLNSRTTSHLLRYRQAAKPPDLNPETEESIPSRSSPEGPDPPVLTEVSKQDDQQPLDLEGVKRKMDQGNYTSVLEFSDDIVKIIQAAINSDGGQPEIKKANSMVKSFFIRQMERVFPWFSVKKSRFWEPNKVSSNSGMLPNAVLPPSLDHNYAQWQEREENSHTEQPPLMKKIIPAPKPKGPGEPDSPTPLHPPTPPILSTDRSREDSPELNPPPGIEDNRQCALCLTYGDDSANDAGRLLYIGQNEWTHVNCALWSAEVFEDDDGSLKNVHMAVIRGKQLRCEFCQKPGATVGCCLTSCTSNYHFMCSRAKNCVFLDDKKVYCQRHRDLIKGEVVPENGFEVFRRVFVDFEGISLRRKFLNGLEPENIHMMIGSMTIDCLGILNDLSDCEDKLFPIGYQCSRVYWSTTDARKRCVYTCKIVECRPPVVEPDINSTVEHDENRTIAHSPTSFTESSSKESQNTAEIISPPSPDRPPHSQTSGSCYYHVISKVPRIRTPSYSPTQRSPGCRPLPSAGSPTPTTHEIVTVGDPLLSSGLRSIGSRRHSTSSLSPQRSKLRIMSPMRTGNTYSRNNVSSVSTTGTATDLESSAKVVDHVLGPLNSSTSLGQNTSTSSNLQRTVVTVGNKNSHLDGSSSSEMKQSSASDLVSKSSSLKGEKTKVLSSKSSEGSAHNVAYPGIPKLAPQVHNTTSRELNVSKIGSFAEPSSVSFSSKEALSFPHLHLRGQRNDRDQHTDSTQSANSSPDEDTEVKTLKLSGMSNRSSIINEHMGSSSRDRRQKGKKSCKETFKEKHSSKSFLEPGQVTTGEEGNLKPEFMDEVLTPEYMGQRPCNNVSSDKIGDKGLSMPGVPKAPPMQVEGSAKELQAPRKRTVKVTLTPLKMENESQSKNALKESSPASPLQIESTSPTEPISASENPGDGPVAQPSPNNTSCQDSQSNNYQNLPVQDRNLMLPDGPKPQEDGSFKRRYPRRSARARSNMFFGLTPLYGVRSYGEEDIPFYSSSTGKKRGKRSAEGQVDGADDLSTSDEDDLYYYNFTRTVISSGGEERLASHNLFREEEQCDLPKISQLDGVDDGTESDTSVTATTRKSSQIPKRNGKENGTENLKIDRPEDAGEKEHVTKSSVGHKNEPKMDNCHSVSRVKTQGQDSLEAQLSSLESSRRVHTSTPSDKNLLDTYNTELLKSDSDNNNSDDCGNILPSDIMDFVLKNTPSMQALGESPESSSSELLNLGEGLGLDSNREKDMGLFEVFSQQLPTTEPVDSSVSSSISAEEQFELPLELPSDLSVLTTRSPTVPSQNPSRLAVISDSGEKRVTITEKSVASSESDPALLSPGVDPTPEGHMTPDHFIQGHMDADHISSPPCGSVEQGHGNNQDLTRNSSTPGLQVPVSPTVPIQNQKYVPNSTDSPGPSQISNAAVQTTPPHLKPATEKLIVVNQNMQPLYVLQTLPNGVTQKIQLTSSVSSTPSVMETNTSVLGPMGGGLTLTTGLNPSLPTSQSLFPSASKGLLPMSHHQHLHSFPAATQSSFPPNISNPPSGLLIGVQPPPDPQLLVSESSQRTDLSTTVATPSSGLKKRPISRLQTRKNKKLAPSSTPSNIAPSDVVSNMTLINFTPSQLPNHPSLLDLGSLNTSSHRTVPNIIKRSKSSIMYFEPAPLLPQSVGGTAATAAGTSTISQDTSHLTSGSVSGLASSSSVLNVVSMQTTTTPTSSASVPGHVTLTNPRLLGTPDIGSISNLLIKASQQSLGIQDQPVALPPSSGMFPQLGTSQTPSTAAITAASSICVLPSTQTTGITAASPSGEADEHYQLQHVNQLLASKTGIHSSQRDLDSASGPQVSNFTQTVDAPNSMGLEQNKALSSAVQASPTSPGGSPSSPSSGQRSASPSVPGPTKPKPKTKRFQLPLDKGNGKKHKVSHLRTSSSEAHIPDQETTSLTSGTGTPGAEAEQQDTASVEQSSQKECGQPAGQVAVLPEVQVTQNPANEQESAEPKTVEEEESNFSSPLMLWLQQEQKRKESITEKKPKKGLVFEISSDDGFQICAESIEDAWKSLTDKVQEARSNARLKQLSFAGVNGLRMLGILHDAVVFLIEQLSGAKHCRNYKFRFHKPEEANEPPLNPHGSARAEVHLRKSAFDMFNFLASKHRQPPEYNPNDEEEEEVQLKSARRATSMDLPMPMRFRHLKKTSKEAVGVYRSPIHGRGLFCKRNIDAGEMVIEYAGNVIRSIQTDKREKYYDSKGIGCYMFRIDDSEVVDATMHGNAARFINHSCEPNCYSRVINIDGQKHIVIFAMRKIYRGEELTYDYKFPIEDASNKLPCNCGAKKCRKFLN
#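 Purified MLL-CXXC (added from a 7 uM solution) was preincubated 5 min at ambient with pinned compounds in 50 mM Tris-HCl pH 7.5, 50 mM NaCl, 1 mM DTT, 0.05% BSA. Fluorescein-labeled HOX-A9 DNA (50 nM solution) followed, 30 min, then polarization read.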
# S-ASM inh: inhibitors of human secretory acid sphingomyelinase; P17405; placental ASM, HMU-PC fluorogenic substrate, 60 min; hit rate 0.006% among 340,000; AID 504937; Potency, µM (top dose mostly 57.5 µM), for inactives: top-dose activity change, negative = inhibition, hits mostly inhibitors; also: potency is read from the fitted curve at half-maximal effect
#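 qHTS format. ASM enzyme prepared from human placenta hydrolyses the fluorogenic substrate HMU-PC0 (9 uM final) over 60 min at 37 °C after a 10 min compound preincubation.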
# KCNH2 3.1 inh: blocks the human KCNH2 3.1 channel isoform. U2OS KCNH2 3.1, thallium flux FluxOr; active compounds read low. activity change, % (tested at about 1.8 µM). hit rate 0.95% among 340,000;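 active = maximum activity change below -70%; inconclusive = maximum activity change from -70% to -50%; inactive = maximum activity change above -50%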;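 also: thallium influx rate constant from kinetic fluorescence after stimulation buffer; % is scaled to controls: 0 for no effect and ±100 for the full control effect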
#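 Channel expression came from 3.1 mutant virus (1.77 x 10^8 /mL) applied to suspended U2OS cells for 4 h. Flux was tracked with FluxOr dye plus Red40 quencher, and kinetic rate constants normalized to controls.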
# GALK inh: galactokinase (human) inhibition; P51570; Purified GALK, Kinase-Glo residual ATP luminescence; Potency, µM (highest dose often 57.5 µM), for the others: at the highest dose activity change, negative = inhibition, most hits filed as inhibitors; hit rate 0.007% among 270,000; also: potency is read from the fitted curve at half-maximal effect; % is scaled to controls: 0 for no effect and ±100 for the full control effect
#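 Human GALK (5 nM) with 35 uM ATP and 100 uM galactose in 20 mM HEPES pH 8.0, 5 mM MgCl2, 60 mM NaCl, 1 mM DTT, 0.01% BSA. After 1 h at room temperature, leftover ATP was read by Kinase-Glo Plus luminescence.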
# A-T KAP1 phos: potential ataxia-telangiectasia treatments restoring KAP-1 phosphorylation; AID 485349; […] A-T fibroblasts, KAP-1 phosphorylation AlphaLISA; neocarzinostatin DNA damage 30 min before lysis; hit rate 0.19% among 320,000; Potency, µM (titrated, usually from 57.5 µM), inactives show at the top dose activation, hits mostly activators; also: potency is read from the fitted curve at half-maximal effect; % of control where 0% means no effect; nearly all actives have a fitted effect of over 45% in size
#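 hTERT-immortalized A-T patient fibroblasts ([…]), 500 cells/well in OPTI-MEM, 1% FBS, got compounds for 60 min, then NCS for 30 min at 37C. Lysates were then assayed for phospho-KAP-1 by AlphaLISA (anti-pKAP1 donor, anti-KAP1 acceptor beads), 6 hr at 25C.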
# Integrin act MD: activates integrin-mediated alleviation for muscular dystrophy; alpha7betagal myoblasts, beta-gal FDG fluorescence, 48 h; Potency, µM (highest dose often 38.3 µM), without a hit: at the highest dose activation, usual class: activators; hit rate 0.064% among 350,000; AID 624291;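 also: potency is read from the fitted curve at half-maximal effect; 100% = response of the positive control SU9516; nearly all actives have a fitted effect of over 60% in size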
#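 Alpha7betagal+/- myoblasts (passage 13) were plated 16-24 hr, then exposed to compounds (1:260 dilution of DMSO stock) for 48 hours at 37C. After MPER lysis, β-galactosidase reporter activity was read as FDG fluorescence (ex 480/em 540) after 30 minutes.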
# FBPA coupling cs: coupling enzyme interference in Giardia aldolase counter-screen; coupling enzyme system counterscreen, AmpLite Red fluorescence; activity change, negative = inhibition, % at 58.2 µM, hits read low; hit rate 0.67% among 290,000; in the data active = activity change below about -30%; also: % is scaled to controls: 0 for no effect and ±100 for the full control effect
#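 Final compound at 57.5 uM, incubated 10 min at RT with coupling enzyme reagent (glyceraldehyde-3-phosphate), then 20 min with substrate and AmpLite Red detection. Fluorescence read at 525/598 nm; tests interference with the coupling assay, not aldolase inhibition.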
# Starred values were filed as active, the others as inactive; ? = inconclusive; . = no result given; & = joins results of further samples; [ ] = another dose, or the depositor's remark. Unless noted, calls follow the shape of the dose curve; as a rule, active = well fitted curve in the direction sought with a large enough effect; inconclusive = small, poorly fitted or top-dose-only effect, or another doubt; inactive = no such curve, though single readings can be large; an effect the other way counts as inactive or inconclusive. This is a random part of the collection; any-hit rate near 2%.
# Sequence of screens – hERG WT inh	MBNL1-CUG inh	TRPV1 agonist	MLL CXXC-DNA inh	S-ASM inh	KCNH2 3.1 inh	GALK inh	A-T KAP1 phos	Integrin act MD	FBPA coupling cs
- COc1nc(Nc2nc3ccccc3c(=O)[nH]2)nc2ccc(C)cc12
 : 7	-4%	5	36%[activator]	-2%	15	0%	14%	-49%[inhibitor]	1
- CSc1nsc(SCC(=O)Nc2ccc(C(=O)O)cc2)n1
 : 10	2%	0	56%[activator]	3%	12	7%	2%	?	13
- Cc1ccc(S(=O)(=O)NC2=NCN(CCN3CCOCC3)CN2)cc1
 : 3	-2%	0	0%	-1%	2	-1%	1%	7%	0
- O=C(COc1ccccc1)NC(NC(=S)Nc1ccccc1O)C(Cl)(Cl)Cl (configuration not stated)
 : 12	-5%	?	7%	-21%	-2	-4%	-3%	-3%	1
- CC(CC(=O)Nc1nnc(C(C)(C)C)s1)c1ccccc1 (configuration not stated)
 : -9	2%	8	-3%	4%	11	-2%	0%	-10%	2
- O=C(CSc1nc(O)c(Cc2ccccc2)c(=O)[nH]1)Nc1ccccc1
 : -41	2%	-3	-10%	-2%	-8	5%	-2%	-5%[7.66 µM]	3
- O=C(C1CCCN(Cc2ccccc2Cl)C1)N1CCCCC1 (configuration not stated)
 : 6	-3%	19	2%	5%	19	1%	-4%	8%	2
- Cc1cc(=O)oc2c(C)c(OC(C)C(=O)NCCN3CCOCC3)ccc12 (configuration not stated)
 : 9	0%	1	-3%	0%	-8	-2%	-3%	-19%	.
- CCOc1ccc(C(=O)NCC(=O)N2CCc3ccccc3C2)cc1OCC
 : -1	0%	-4	-12%	-1%	-5	3%	0%	-1%	1
- C/C=C1\COC(C(=O)NCc2ccccc2)(C(F)(F)F)C=C1C=C1CCCCC1 (configuration not stated)
 : -11	.	.	.	1%	-2	.	.	-30%	1
- CN1CCCN(S(=O)(=O)c2ccc(Cl)c(Cl)c2)CC1
 : 0	0%	1	0%	-1%	-13	-2%	13%	-13%	0
- CC(=O)c1ccc(N2CCN(C(=O)CCS(=O)(=O)c3ccc(C)cc3)CC2)cc1
 : 5	10%	2	-1%	4%	19	0%	-9%	15%	3
- Cc1cc(C)n2nc(C(=O)OCC(=O)Nc3cc(S(=O)(=O)N4CCOCC4)ccc3Cl)nc2n1
 : 2	.	.	.	2%	21	.	.	-19%	.
- COc1ccc(C2C(=O)N(C3CCCCC3)CC(=O)N2C2CCCC2)cc1 (configuration not stated)
 : -7	-2%	28	-11%	2%	-4	-4%	5%	23%	.
- CCCn1c(SCC(=O)NCCc2ccc(Cl)cc2Cl)n[nH]c1=O
 : -6	-1%	18	2%	-3%	-3	1%	-2%	-22%	5
- CCOc1ccc(OCCCC(=O)N(C)CC(=O)Nc2ccccc2Br)cc1
 : 3	.	.	.	-4%	7	.	0%	-5%	.
- Cc1[nH]c2ccccc2c1/C=N/Nc1nncn1N
 : 23	1%	-3	2%	-1%	11	-4%	14%	-22%	-29
- COc1ccc(CNC(=O)CCCCCNC(=O)N2CCn3c2nc2ccccc23)cc1
 : -3	1%	8	-4%	0%	25	6%	-12%	0%	.
- CC1CN(C(=O)Cn2c(C(F)(F)F)nc3ccccc32)CC(C)O1 (configuration not stated)
 : 8	0%	0	2%	2%	-2	-3%	3%	2%	3
- Cc1ccccc1Cc1c(C)nc2nc(SCC(=O)NCc3ccco3)nn2c1C
 : 1	-6%	-1	1%	-1%	9	-2%	1%	-7%	0

# As entered above.
# hERG WT inh result of CCCn1c(SCC(=O)NCCc2ccc(Cl)cc2Cl)n[nH]c1=O stands at -6
# Integrin act MD result of COc1ccc(C2C(=O)N(C3CCCCC3)CC(=O)N2C2CCCC2)cc1 (configuration not stated) stands at 23%
# TRPV1 agonist result of Cc1ccccc1Cc1c(C)nc2nc(SCC(=O)NCc3ccco3)nn2c1C stands at -1
# TRPV1 agonist result of COc1nc(Nc2nc3ccccc3c(=O)[nH]2)nc2ccc(C)cc12 stands at 5

# (next part)
# Sequence of screens – hERG WT inh	MBNL1-CUG inh	TRPV1 agonist	MLL CXXC-DNA inh	S-ASM inh	KCNH2 3.1 inh	GALK inh	A-T KAP1 phos	Integrin act MD	FBPA coupling cs
- Cc1cc(C(=O)c2ccc(Cl)cc2)c(NC(=O)CCl)s1
 : -7	11%	9	8%	-18%	6	-2%	-6%	-53%[inhibitor]	4
- Cc1ccc(NC(=O)c2ccc(F)cc2F)cc1NS(C)(=O)=O
 : 5	-16%	5	-2%	0%	2	.	-8%	-7%	-1
- O=C(CN1C(=O)COc2ccc(S(=O)(=O)N3CCCC3)cc21)NC1CCCCCCC1
 : .	-10%	-5	-5%	.	.	-2%	-1%	.	-2
- CC(C)=C1C(=O)NN(c2ccc(F)c(Cl)c2)C1=O
 : -13	-6%	-4	-27%	0%	19	-2%	-4%	16%	7
- Cc1c(Cl)cccc1NC(=O)CNC(=O)C1CCN(C(=O)Nc2ccccc2)CC1
 : -4	.	0	.	5%	0	.	1%	27%	.
- COC(=O)CCCC1=CC2=C(c3ccccc3)C(=O)C(C)(OC(=O)C3CCCC3)C(=O)C2=CN1CC(C)C (configuration not stated)
 : -1	?	24	15%	-1%	-1	-3%	19%	25%	-13&-25
- COCCC(=O)NC12CC3CC(CC(C3)C1)C2
 : 10	2%	-1	4%	5%	0	1%	-5%	19%	2
- CCCN(CC(=O)Nc1ccccc1C)C(=O)c1cc(=O)[nH]c2ccccc12
 : -16	-3%	-3	9%	2%	-26	-2%	0%	-9%	-1
- COc1ccc(C(=O)NC(=S)NNC(=O)c2ccc(O)cc2)cc1[N+](=O)[O-]
 : 4	?	-2	23%	-4%	19	0%	8%	2%	4
- Cc1cc(N2CCN(Cc3nc(-c4ccc(Cl)cc4)oc3C)CC2)cc(C)n1
 : -16	-10%	0	-2%	3%	1	-3%	2%	?	-1
- O=C(Nc1nnc(C2COc3ccccc3O2)o1)c1ccc(F)cc1 (configuration not stated)
 : -19	-5%	-1	-5%	1%	-49	0%	3%	-11%	-3
- CC(Sc1ccc(Cl)cc1)C(=O)NNC(=O)c1csc(N2CCOCC2)n1 (configuration not stated)
 : -4	10%	5	5%	.	5	4%	9%	11%	.
- O=C(COc1ccc(S(=O)(=O)NC2CCCCC2)cc1)Nc1ccc2c(c1)OCCO2
 : -1	12%	.	4%	-2%	-3	2%	-4%	5%	1
- CCN1C(=O)[C@H]2[C@@H](c3ccc(-c4ccccc4)cc3)N[C@@](C)(C(=O)OC)[C@H]2C1=O
 : -5	.	-1	.	4%	24	.	6%	-8%	.
- CC(C)/C(=N\NC(=O)Nc1ccccc1)c1ccccc1
 : 1	-16%	.	-4%	0%	-4	-6%	2%	3%	3
- CCOc1ccc(NC(=O)CS(=O)(=O)c2cn(C)c3ccccc23)cc1
 : 0	-4%	-3	-1%	-1%	7	0%	-5%	1%	-1
- Cc1ccccc1NC(=O)CSc1nc2n(n1)CCCCC2
 : -1	.	-11	1%	-2%	14	0%	1%	-30%	1
- CN(c1ccccc1)S(=O)(=O)c1cccc(NC(=O)CCNC(=O)c2ccc(Cl)cc2)c1
 : -12	.	2	.	-14%	-7	.	-5%	-34%	.
- CC(=O)c1c(C)[nH]c(C(=O)NCCN2CCC(C)CC2)c1C
 : 1	2%	-1	0%	-1%	-4	0%	-6%	14%	1
- CCN(CC)c1ccc(C(=O)N/N=C/c2ccc(OC)cc2OC)cc1
 : 1	.	3	10%	53%	-1	-4%	-2%	-8%	0
- Cc1c(C(=O)Nc2ccc(Cl)cc2)c2ccccn2c1C(=O)c1ccccc1
 : -6	35%[activator]	10	-9%	137%	-40	-2%	9%	0%	0

# Part of the list above, reduced to MBNL1-CUG inh and hERG WT inh.
compound	MBNL1-CUG inh	hERG WT inh
O=C(CN1C(=O)COc2ccc(S(=O)(=O)N3CCCC3)cc21)NC1CCCCCCC1	-10%	.
CCN1C(=O)[C@H]2[C@@H](c3ccc(-c4ccccc4)cc3)N[C@@](C)(C(=O)OC)[C@H]2C1=O	.	-5
